High-throughput results (PubChem)
HT1080 IDH1KD tx: qHTS for induction of synthetic lethality in tumor cells producing 2HG: qHTS for the HT-1080-IDH1KD cell line | AID 686971, 2013 | HT-1080 IDH1 knockdown viability, ATP luminescence, 48 h | Potency, µM (highest dose often 46.1 µM), without a hit: top-dose activity, negative = toxicity, most hits filed as cytotoxic | 360,000 compounds, 2% hits;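 also: 0% = DMSO wells and -100% = cell-free medium wells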
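Cytotoxicity counter-line: IDH1KD HT-1080, 48 h, CellTiter-Glo. Curves classed by r2, magnitude and activity.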
GLP-1R agonist: qHTS of GLP-1 Receptor Agonists; Glucagon-like peptide 1 receptor (Homo sapiens), P43220; HEK293 GLP-1R CRE-luciferase, luminescence, 4-6 h; cells express a hypersensitive GLP-1R form; Potency, µM (top dose mostly 45.6 µM), inactives show top-dose activation, hits mostly activators; 380,000 compounds, 0.007% hits; also: % of control where 0% means no effect
Target sequence (P43220 whole entry, looked up): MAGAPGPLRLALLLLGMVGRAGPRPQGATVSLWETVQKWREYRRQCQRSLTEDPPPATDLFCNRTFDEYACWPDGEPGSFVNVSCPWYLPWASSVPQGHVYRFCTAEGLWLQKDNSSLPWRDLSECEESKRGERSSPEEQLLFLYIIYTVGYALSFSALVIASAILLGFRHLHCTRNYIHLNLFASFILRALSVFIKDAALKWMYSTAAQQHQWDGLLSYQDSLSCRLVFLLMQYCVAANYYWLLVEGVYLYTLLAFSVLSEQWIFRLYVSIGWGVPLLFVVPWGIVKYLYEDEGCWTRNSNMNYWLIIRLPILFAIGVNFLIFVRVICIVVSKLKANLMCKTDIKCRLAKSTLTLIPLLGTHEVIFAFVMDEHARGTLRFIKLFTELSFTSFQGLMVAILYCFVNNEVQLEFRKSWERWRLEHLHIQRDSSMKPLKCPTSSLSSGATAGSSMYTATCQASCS
KB-3-1 cytotox: qHTS assay for MDR1-selective chemotherapeutics: Primary screen using the parental adenocarcinoma cell KB-3-1. 400,000 compounds, 1.4% hits. Potency, µM (doses to about 46.1 µM), for the others: top-dose activity change, negative = cytotoxic, most hits filed as cytotoxic. AID 1347075, 2019. KB-3-1 viability, CellTiter-Glo ATP luminescence, 72 h; also: % is scaled to controls: 0 for no effect and ±100 for the full control effect; nearly all actives have a fitted effect of over 60% in size
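72 h, 37 °C compound treatment of KB-3-1 parental cells; CellTiter-Glo added, 10 min, luminescence read. Data corrected against DMSO-only plates and normalized before curve fitting.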
HT1080-NT tox: qHTS for induction of synthetic lethality in tumor cells producing 2HG: qHTS for the HT-1080-NT fibrosarcoma cell line | 360,000 compounds, 1.6% hits | HT-1080-NT fibrosarcoma viability, CellTiter-Glo ATP luminescence, 48 h | AID 686970, 2013 | Potency, µM (top dose mostly 46.1 µM), for the others: top-dose activity, negative = less viability, actives largely listed as cytotoxic;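 also: NT is the 2HG producing partner of a matched IDH1 knockdown line; 0% = DMSO-treated cells and -100% = media-only wells without cells; nearly all actives have a fitted effect of over 55% in size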
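Compounds were tested in concentration-response format on HT-1080-NT cells for 48 hours at 37 degrees C. Cell viability came from CellTiter-Glo luminescence; curves were classified by r2, response magnitude and activity.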
GLP-1R inv ag: qHTS of GLP-1 Receptor Inverse Agonists (Inhibition Mode); Glucagon-like peptide 1 receptor (Homo sapiens), P43220; 410,000 compounds, 1.6% hits; Potency, µM (top dose mostly 38.3 µM), for the others: at the highest dose activity change, negative = inhibition, most hits filed as inhibitors; HEK293 GLP-1R CRE-luciferase, luminescence, 24 h; GLP-1R form is constitutively active; also: % is scaled to controls: 0 for no effect and ±100 for the full control effect; nearly all actives have a fitted effect of over 55% in size
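Readout was luciferase luminescence, measured 12 min after detection reagent at room temperature. Beforehand, GLP-1R reporter HEK293 cells had sat 12 h, then received compounds for 24 hr at 37 deg C.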
SW480 rerep: A quantitative high throughput screen for small molecules that induce DNA re-replication in SW480 colon adenocarcinoma cells; 340,000 compounds, 1.8% hits; Potency, µM (highest dose often 46.1 µM), for inactives: top-dose re-replication activation, usual class: activators; SW480 DNA re-replication, Hoechst DNA content imaging, 48 h; also: % of control where 0% means no effect; nearly all actives have a fitted effect of over 55% in size
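Cells (250 per well) received 23 nL compound or DMSO by pin tool and were kept 48 hr at 37 C, 5% CO2. Nuclei were then stained with Hoechst for 40 min and scanned for DNA content.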
TDP43 rescue: qHTS of TDP-43 Inhibitors; TDP-43 expressing yeast growth rescue, BacTiter-Glo, 24 h; Potency, µM (top dose mostly 46.1 µM), for inactives: top-dose growth rescue (activation), hits mostly activators; 410,000 compounds, 1.8% hits; also: % of control where 0% means no effect; nearly all actives have a fitted effect of over 50% in size
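Cell-based yeast growth screen: TDP-43 expression induced in galactose, inoculum OD600=0.02 after raffinose pregrowth to mid-log. Read-out BacTiter-Glo luminescence at 24 hr, 30 deg C; inhibition of toxicity seen as signal increase.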
GLP1R cytotox: qHTS of GLP-1 Receptor Inverse Agonists: Cytotox Screen | Potency, µM (top dose mostly 38.3 µM), for inactives: at the top dose activity change, negative = inhibition, hits mostly inhibitors | 410,000 compounds, 0.13% hits | AID 624418, 2012 | HEK293 cAMP-luciferase reporter cells, luminescence, 24 h;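 also: loss of luciferase light is scored as toxicity; % is scaled to controls: 0 for no effect and ±100 for the full control effect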
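Quantitative HTS format, 1536 wells, 200 cells/uL seeded. Compounds: 23 nL, 24 h, 37 °C. Detection: luciferase reagent, luminescence at 12 min RT; decreased signal taken as cytotoxic.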
KB-V1 MDR tox: qHTS assay for MDR1-selective chemotherapeutics: Primary screen using the drug-selected MDR subline cells KB-V1. 400,000 compounds, 3.4% hits. Potency, µM (top dose mostly 46.1 µM), for inactives: at the top dose activity change, negative = cytotoxicity, actives largely listed as cytotoxic. KB-V1 MDR cells viability, CellTiter-Glo, 72 h; also: % is scaled to controls: 0 for no effect and ±100 for the full control effect; nearly all actives have a fitted effect of over 60% in size
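KB-V1 cells (P-gp-expressing MDR subline of KB-3-1) in phenol-red-free DMEM with 10% FBS were exposed to library compounds over a concentration series for 72 h at 37 degrees C. Viability read by CellTiter-Glo luminescence; concentration-effect curves fitted after normalization.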
Starred values were filed as active, the others as inactive; [ ] = dose if it differs, or a comment. Calls follow the shape of the dose curve; as a rule, active = well fitted curve in the direction sought with a large enough effect; inconclusive = small, poorly fitted or top-dose-only effect, or another doubt; inactive = no such curve, though single readings can be large; an effect the other way counts as inactive or inconclusive. Potency is read from the fitted curve at half-maximal effect.

`COc1ccc(S(=O)(=O)CCC(=O)NCc2ccc(C)o2)cc1` gave HT1080 IDH1KD tx 0%, GLP-1R agonist -5%, KB-3-1 cytotox 1%, HT1080-NT tox -1%, GLP-1R inv ag -9%, SW480 rerep -1%, TDP43 rescue -4%, GLP1R cytotox 2% and KB-V1 MDR tox 13%.
For O=C1c2ccccc2NC(c2cnc3ccccc3n2)N1O (configuration not stated) the results were HT1080 IDH1KD tx -6%, GLP-1R agonist -8%, KB-3-1 cytotox -14%, HT1080-NT tox -8%, GLP-1R inv ag inconclusive, SW480 rerep -4%, TDP43 rescue -57%[inhibitor], GLP1R cytotox 2% and KB-V1 MDR tox inconclusive.
For Cc1sc(NC(=O)C2CC=CCC2C(=O)O)c(C(=O)OC(C)C)c1C (configuration not stated) the results were HT1080 IDH1KD tx -3%, GLP-1R agonist 0%, KB-3-1 cytotox 0%, HT1080-NT tox -13%, GLP-1R inv ag 3%, SW480 rerep 10%, TDP43 rescue -9%, GLP1R cytotox -11% and KB-V1 MDR tox 10%.
Screening O=C(c1ccccc1)c1nn(-c2ccc(Cl)cc2)cc1C(=O)c1cc2ccccc2oc1=O returned HT1080 IDH1KD tx -12%, GLP-1R agonist 0%, KB-3-1 cytotox inconclusive, HT1080-NT tox -3%, GLP-1R inv ag -22%, SW480 rerep 5%, TDP43 rescue -10%, GLP1R cytotox 49% and KB-V1 MDR tox 7.3µM*.
`COc1cc2c(-c3cccc(Cl)c3)nc3c(c(C)nn3-c3ccccc3)c2cc1OC` gave KB-3-1 cytotox -3%, GLP-1R inv ag 15%, TDP43 rescue 3%, GLP1R cytotox -2% and KB-V1 MDR tox inconclusive.
COc1ccc(/C=C(\NC(=O)c2ccc(Cl)cc2)C(=O)NCC2CCCO2)cc1OC (configuration not stated) was read as HT1080 IDH1KD tx 1%, GLP-1R agonist 12%, KB-3-1 cytotox -1%, HT1080-NT tox 0%, GLP-1R inv ag -2%, SW480 rerep 2%, TDP43 rescue -19%, GLP1R cytotox -1% and KB-V1 MDR tox -10%.
`Cc1c(C(=O)NCc2ccc3c(c2)OCO3)sc(=O)n1Cc1ccc(S(C)(=O)=O)cc1` gave HT1080 IDH1KD tx -13%, GLP-1R agonist 3%, KB-3-1 cytotox inconclusive, HT1080-NT tox 1%, GLP-1R inv ag -6%, TDP43 rescue 8%, GLP1R cytotox -5% and KB-V1 MDR tox inconclusive.
Screening COc1ccc(C(=O)NNC(=O)c2ccc(S(=O)(=O)N3CCOCC3)cc2)cc1 returned HT1080 IDH1KD tx 0%, GLP-1R agonist 1%, KB-3-1 cytotox 4%, HT1080-NT tox 2%, GLP-1R inv ag 7%, SW480 rerep -57%[inhibitor][1.84 µM], GLP1R cytotox -10% and KB-V1 MDR tox 0%.
Oc1ccccc1C1CC(c2cccs2)=NC(c2cccc(Br)c2)N1 (configuration not stated) was read as HT1080 IDH1KD tx inconclusive, GLP-1R agonist -18%, KB-3-1 cytotox inconclusive, HT1080-NT tox inconclusive, GLP-1R inv ag inconclusive, SW480 rerep inconclusive, TDP43 rescue 24%, GLP1R cytotox -18% and KB-V1 MDR tox -25%.
`COc1cccc(C(=O)Nc2ccc(F)c(F)c2F)c1` gave HT1080 IDH1KD tx -1%, GLP-1R agonist 2%, KB-3-1 cytotox 2%, HT1080-NT tox -6%, GLP-1R inv ag -15%, SW480 rerep -11%, TDP43 rescue -2%, GLP1R cytotox 0% and KB-V1 MDR tox 0%.
Screening COC(=O)[C@@]12C[C@@H](CC(=O)NCCc3ccccc3OC)C(=O)N(CCc3ccc(OC)c(OC)c3)C1=CCC(C)(C)C2 returned HT1080 IDH1KD tx inconclusive, KB-3-1 cytotox inconclusive, HT1080-NT tox inconclusive, GLP-1R inv ag inconclusive, TDP43 rescue 13%, GLP1R cytotox 3% and KB-V1 MDR tox 21µM*.
For CCN(CC)C(=O)[C@H]1CC(CC(=O)NCC23CC4CC(CC(C4)C2)C3)C(=O)N2CCc3c([nH]c4ccc(OC)cc34)[C@]12C (some centres not stated) the results were HT1080 IDH1KD tx -29%, GLP-1R agonist -1%, KB-3-1 cytotox 0%, HT1080-NT tox -30%, GLP-1R inv ag inconclusive, SW480 rerep 0%, TDP43 rescue inconclusive, GLP1R cytotox -2% and KB-V1 MDR tox 0%.
Screening Cc1cc2c(cc1C)-n1nnnc1C(N1CCN(C(=O)OCc3ccccc3)CC1)C(=O)N2 (configuration not stated) returned HT1080 IDH1KD tx inconclusive, KB-3-1 cytotox inconclusive, HT1080-NT tox inconclusive, GLP-1R inv ag inconclusive, TDP43 rescue 12%, GLP1R cytotox -8% and KB-V1 MDR tox 18µM*.
`COc1ccc(-c2ccc3c(c2)O[C@H](CN(C)C(=O)Nc2ccccc2F)[C@@H](C)CN([C@H](C)CO)S3(=O)=O)cc1` gave HT1080 IDH1KD tx -23%, GLP-1R agonist -2%, KB-3-1 cytotox inconclusive, HT1080-NT tox -16%, GLP-1R inv ag 4%, TDP43 rescue 20%, GLP1R cytotox 0% and KB-V1 MDR tox 12µM*.
For N#Cc1c(N)c(C(=O)c2ccccc2)n2c1CCC2 the results were HT1080 IDH1KD tx -1%, GLP-1R agonist 11%, KB-3-1 cytotox 10%, HT1080-NT tox 0%, GLP-1R inv ag 0%, SW480 rerep -12%, TDP43 rescue 11%, GLP1R cytotox 19% and KB-V1 MDR tox -21%.
Screening CCOCc1nnc(NC(=O)c2ccc(OC)cc2)s1 returned HT1080 IDH1KD tx 3%, GLP-1R agonist -1%, KB-3-1 cytotox -4%, HT1080-NT tox 3%, GLP-1R inv ag 22%, SW480 rerep -6%, TDP43 rescue -3%, GLP1R cytotox 13% and KB-V1 MDR tox 1%.
For CCCCNS(=O)(=O)c1ccc2nc(-c3cccnc3)cc(C(=O)NCCCOCC)c2c1 the results were KB-3-1 cytotox -4%, GLP-1R inv ag 11%, TDP43 rescue 12%, GLP1R cytotox 1% and KB-V1 MDR tox 10%.
`O=C(Nc1ncc(Cc2cccc(Cl)c2)s1)C1CCCO1` (configuration not stated) gave HT1080 IDH1KD tx -6%, GLP-1R agonist 11%, KB-3-1 cytotox -6%, HT1080-NT tox 1%, GLP-1R inv ag inconclusive, SW480 rerep inconclusive, TDP43 rescue inconclusive, GLP1R cytotox 12% and KB-V1 MDR tox -22%.
O=C(NNS(=O)(=O)c1ccc(F)cc1)c1cc(Cl)ccc1O was read as HT1080 IDH1KD tx -1%, GLP-1R agonist -2%, KB-3-1 cytotox -3%, HT1080-NT tox -1%, GLP-1R inv ag 7%, SW480 rerep -1%, TDP43 rescue -6%, GLP1R cytotox 0% and KB-V1 MDR tox -29%.
`COC(=O)[C@H](CCSC)NC(=O)Nc1ccc(C)cc1` gave HT1080 IDH1KD tx -5%, GLP-1R agonist 10%, KB-3-1 cytotox 2%, HT1080-NT tox 4%, GLP-1R inv ag -1%, SW480 rerep -9%, TDP43 rescue -15%, GLP1R cytotox -58% and KB-V1 MDR tox 16%.
For CCN(C(=O)c1cc2cc(Br)cc(OC)c2oc1=O)c1ccccc1 the results were GLP-1R agonist -3%, KB-3-1 cytotox 2%, GLP-1R inv ag 27%, TDP43 rescue 17%, GLP1R cytotox 6% and KB-V1 MDR tox -1%.
Screening CCC(Cn1nnc2ccccc2c1=O)NC(=O)Nc1cc(OC)cc(OC)c1 (configuration not stated) returned KB-3-1 cytotox 10%, GLP-1R inv ag -14%, TDP43 rescue 10%, GLP1R cytotox -10% and KB-V1 MDR tox 14%.
O=C(O)c1cccc(N2C(=S)N=C(Nc3ccccc3)C23CCCCC3)c1 was read as HT1080 IDH1KD tx 2%, GLP-1R agonist -5%, KB-3-1 cytotox 13%, HT1080-NT tox 0%, GLP-1R inv ag 14%, SW480 rerep 0%, TDP43 rescue 10%, GLP1R cytotox 3% and KB-V1 MDR tox 28%.

Ordered by SMILES length (lowest first): part of the list above
Oc1ccccc1C1CC(c2cccs2)=NC(c2cccc(Br)c2)N1 (configuration not stated) was read as HT1080 IDH1KD tx inconclusive, GLP-1R agonist -18%, KB-3-1 cytotox inconclusive, HT1080-NT tox inconclusive, GLP-1R inv ag inconclusive, SW480 rerep inconclusive, TDP43 rescue 24%, GLP1R cytotox -18% and KB-V1 MDR tox -25%.
Screening CCC(Cn1nnc2ccccc2c1=O)NC(=O)Nc1cc(OC)cc(OC)c1 (configuration not stated) returned KB-3-1 cytotox 10%, GLP-1R inv ag -14%, TDP43 rescue 10%, GLP1R cytotox -10% and KB-V1 MDR tox 14%.
O=C(O)c1cccc(N2C(=S)N=C(Nc3ccccc3)C23CCCCC3)c1 was read as HT1080 IDH1KD tx 2%, GLP-1R agonist -5%, KB-3-1 cytotox 13%, HT1080-NT tox 0%, GLP-1R inv ag 14%, SW480 rerep 0%, TDP43 rescue 10%, GLP1R cytotox 3% and KB-V1 MDR tox 28%.
